NPSR antagonist: neuropeptide S receptor (human) antagonism, cAMP; 1% of 220,000 active; CHO-NPSR cells, cAMP TR-FRET, antagonist mode; Potency, µM (series often up to 38.3 µM), without a hit: top-dose activity change, negative = inhibition, most hits filed as inhibitors; Q6W5P4; note: % is set by controls: 0 for no effect and ±100 for the full control effect; nearly all actives have a fitted effect of over 50% in size; many of its hits are not listed in these tables
Epigenetic derep: regulators of epigenetic silencing causing reporter derepression in mouse cells. murine LDR cells, GFP reporter derepression, 30 h. Potency, µM (titrated, usually from 53.9 µM), without a hit: top-dose GFP activation, usual class: activators. 0.2% of 280,000 active; note: % of control where 0% means no effect; nearly all actives have a fitted effect of over 60% in size
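Derepression of a silenced CMV-GFP reporter in murine LDR cells is scored by enumerating GFP-positive cells with a laser-scanning microplate cytometer after 30 hours of treatment at 37 C.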
ALDH1A1 inh: inhibitors of human aldehyde dehydrogenase 1A1. Purified ALDH1A1, NADH fluorescence, propionaldehyde substrate. AID 1030. P00352. 7.3% of 220,000 active. Potency, µM (doses to about 75.3 µM), inactives show at the highest dose activity, negative = inhibition, usual class: inhibitors; active = well fitted inhibition curve with a large enough effect, not every such curve was filed as active; inconclusive = small, poorly fitted or top-dose-only effect, or another doubt; inactive = no such curve, though single readings can be large or run the other way;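 note: plate controls were no enzyme wells and a reference inhibitor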
Target sequence (P00352 whole entry, looked up): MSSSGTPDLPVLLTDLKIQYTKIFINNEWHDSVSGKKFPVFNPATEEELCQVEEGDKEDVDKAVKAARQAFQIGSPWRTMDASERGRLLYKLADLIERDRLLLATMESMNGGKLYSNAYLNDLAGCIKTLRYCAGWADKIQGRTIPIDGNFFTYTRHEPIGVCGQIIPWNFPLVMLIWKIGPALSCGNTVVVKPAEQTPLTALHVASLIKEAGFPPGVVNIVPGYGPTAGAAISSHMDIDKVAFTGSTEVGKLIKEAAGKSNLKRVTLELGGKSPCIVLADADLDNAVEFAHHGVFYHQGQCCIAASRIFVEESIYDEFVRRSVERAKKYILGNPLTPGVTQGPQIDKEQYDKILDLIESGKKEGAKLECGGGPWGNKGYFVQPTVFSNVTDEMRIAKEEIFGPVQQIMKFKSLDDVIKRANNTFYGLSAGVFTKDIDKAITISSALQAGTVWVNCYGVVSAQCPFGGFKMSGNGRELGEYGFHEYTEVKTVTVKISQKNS
Tau fluor cs: counter-screen for tau fibril formation inhibitors; tau K18 P301L (four-repeat tau fragment) Alexa594 fluorescence, heparin fibrillization; Potency, µM (top dose mostly 57.7 µM), inactives show at the top dose activity change, negative = decrease; 0.93% of 280,000 active; AID 1463; note: % is set by controls: 0 for no effect and ±100 for the full control effect; nearly all actives have a fitted effect of over 55% in size
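Human K18 P301L tau (15 uM unlabeled plus 0.24 uM Alexa 594-labeled, final) in 100 mM sodium acetate pH 7 was mixed with compound and 20 uM heparin and incubated 6 hr at 37 C.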
aGal spleen mod: inhibitors or activators of human alpha-galactosidase in spleen homogenate | human spleen homogenate, 4MU-alpha-Gal fluorescence, 40 min | Potency, µM (doses to about 80 µM), inactives show at the top dose activity change, negative = inhibition, hits mostly inhibitors | 0.008% of 240,000 active;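 note: 0% = enzyme with vehicle and -100% = no enzyme basal signal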
Target sequence (P06280 32-429 limits assumed): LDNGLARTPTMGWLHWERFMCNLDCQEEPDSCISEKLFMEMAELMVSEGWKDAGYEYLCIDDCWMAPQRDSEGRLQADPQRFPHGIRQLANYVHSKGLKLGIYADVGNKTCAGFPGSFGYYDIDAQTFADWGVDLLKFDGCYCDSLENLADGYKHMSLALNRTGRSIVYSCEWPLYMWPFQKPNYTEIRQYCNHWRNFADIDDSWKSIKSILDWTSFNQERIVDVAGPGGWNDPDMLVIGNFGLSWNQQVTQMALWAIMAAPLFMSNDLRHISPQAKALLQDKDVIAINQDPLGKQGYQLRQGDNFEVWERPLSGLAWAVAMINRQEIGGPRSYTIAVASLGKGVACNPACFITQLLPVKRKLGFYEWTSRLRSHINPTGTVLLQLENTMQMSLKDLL
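Spleen homogenate 1 ug + cpd (titration) + 4-MU-alpha-D-galactopyranoside 1 mM; 37C 40 min; 50 mM citrate/phosphate pH 5.0, 0.01% Tween-20; stop pH 10; fluorescence 365/440; AC50 via Hill.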
GAA glycogen: alters human alpha-glucosidase cleavage of glycogen; P10253; recombinant GAA, glycogen substrate, Amplex Red glucose oxidase fluorescence; Potency, µM (highest dose often 76.4 µM), for the others: at the highest dose activity change, negative = inhibition, usual class: inhibitors; 0.38% of 300,000 active;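 note: 0% = full enzyme reaction and -100% = no-enzyme basal signal; the screen sought inhibitors and activators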
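Recombinant human enzyme (4 nM); glycogen substrate; 37 C, 40 min, pH 5.0. Readout: coupled glucose oxidase/Amplex Red fluorescence.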
aGlu spleen mod: inhibits or activates alpha-glucosidase in human spleen homogenate; human spleen homogenate, 4-MU-alpha-glucoside fluorescence; P10253; Potency, µM (titrated, usually from 79.9 µM), inactives show top-dose activity change, negative = inhibition, hits mostly inhibitors; 0.006% of 240,000 active; AID 2112;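 note: 0% = enzyme with vehicle and -100% = no enzyme basal signal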
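Compounds were titrated against alpha-glucosidase in spleen homogenate at pH 5.0, with 1 mM 4-methylumbelliferyl substrate for 40 min at 37 C. Reactions were quenched with pH 10 NaOH/glycine and fluorescence measured.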
GAA inhib: alpha-glucosidase (human) inhibition; P10253; 0.005% of 200,000 active; Potency, µM (series often up to 76.9 µM), for the others: top-dose activity change, negative = inhibition, actives largely listed as inhibitors; purified human GAA, 4-MU-alpha-glucoside fluorescence;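 note: plate controls were uninhibited enzyme wells for no effect and no-enzyme background for full effect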
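Human enzyme at 4 nM with 400 uM 4-methylumbelliferyl-alpha-D-pyranoside, citrate/phosphate buffer pH 5.0, 0.005% Tween-20, 20 min at room temperature. Compounds up to 77 uM. 4-MU fluorescence (Ex 365/Em 440) read after NaOH/glycine stop; AC50 from Hill fit.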
Numbers without * were called inactive; [ ] = another dose, or the depositor's remark. Unless noted, calls come from the whole dose curve; as a rule, active = well fitted curve in the direction sought with a large enough effect; inconclusive = small, poorly fitted or top-dose-only effect, or another doubt; inactive = no such curve, though single readings can be large; an effect the other way counts as inactive or inconclusive. Potency is the fitted concentration of half-maximal effect. An excerpt; count on the stated rates, not on these rows.

For CCN(Cc1ccccc1)C(=O)COC(=O)CNS(=O)(=O)c1ccc(C)cc1 the results were NPSR antagonist 14.2%, Epigenetic derep 0.0%, ALDH1A1 inh inconclusive, Tau fluor cs -5.5%, aGal spleen mod 0.4%, GAA glycogen 13.2%, aGlu spleen mod -2.8% and GAA inhib -6.6%.
`CCNC(=S)N/N=C(\C)c1ccc(N2CCOCC2)cc1` gave NPSR antagonist -10.7%, Epigenetic derep 0.0%, ALDH1A1 inh inconclusive, Tau fluor cs -2.5%, aGal spleen mod -2.2%, GAA glycogen -0.6%, aGlu spleen mod -2.0% and GAA inhib 5.9%.
Screening COc1ccc2c(c1OC)C(=O)OC2CC(=O)c1ccc(O)c(O)c1 (stereo unspecified) returned NPSR antagonist -15.4%[46.1 µM], Epigenetic derep -5.1%, ALDH1A1 inh 11.6%, Tau fluor cs -11.5%, aGal spleen mod 2.3%, GAA glycogen 14µM*, aGlu spleen mod -5.5% and GAA inhib -5.4%.
Screening C=CCn1cc(-c2ccc(Cl)cc2)cc(C#N)c1=O returned NPSR antagonist 3.2%[46.1 µM], Epigenetic derep -6.2%, ALDH1A1 inh inconclusive, Tau fluor cs -6.9%, aGal spleen mod 5.1%, GAA glycogen -8.4%, aGlu spleen mod 7.6% and GAA inhib inconclusive.
`CC(C)OC(=O)c1c(NC(=O)c2cccs2)sc2c1CCCC2` gave NPSR antagonist -15.7%[46.1 µM], Epigenetic derep 1.5%, ALDH1A1 inh inconclusive, Tau fluor cs -18.2%, aGal spleen mod -9.1%, GAA glycogen 1.5%, aGlu spleen mod 0.1% and GAA inhib -7.8%.
`Cc1ccc2c(c1)C(O)(C1COC(C)(C)CC1=O)C(=O)N2C` (stereo unspecified) gave NPSR antagonist 5.1%, Epigenetic derep -4.2%, ALDH1A1 inh 11.0%, Tau fluor cs -6.4%, aGal spleen mod -9.8%, GAA glycogen 1.0%, aGlu spleen mod -5.4% and GAA inhib -13.3%.
`CC(Oc1ccccc1)c1ccnc2nc(N3CCOCC3)nn12` (stereo unspecified) gave NPSR antagonist 3.9%, Epigenetic derep 2.1%, ALDH1A1 inh inconclusive, Tau fluor cs -1.7%, aGal spleen mod 3.6%, GAA glycogen -9.5%, aGlu spleen mod -1.8% and GAA inhib -12.4%.
Screening CC1Cc2cc(/C(O)=C3/C(=O)C(=O)N(CCCn4ccnc4)C3c3ccncc3)ccc2O1 (stereo unspecified) returned NPSR antagonist 13.4%[46.1 µM], Epigenetic derep -1.1%, ALDH1A1 inh -2.3%, Tau fluor cs 4.2%, aGal spleen mod 3.4%, GAA glycogen -6.2%, aGlu spleen mod -11.9% and GAA inhib -5.7%.
`CC(C)CCN1C(=O)CCC1(C)C(=O)NC1CCCCCCC1` (stereo unspecified) gave NPSR antagonist -9.0%[46.1 µM], Epigenetic derep 0.1%, ALDH1A1 inh 0.1%, Tau fluor cs -9.8%, aGal spleen mod 10.0%, GAA glycogen -12.1%, aGlu spleen mod 4.1% and GAA inhib -9.7%.
`O=C(NCc1ccccc1)/C(NC(=O)c1ccccc1)=C(/Sc1ccccn1)c1ccccc1` gave NPSR antagonist -18.3%[46.1 µM], Epigenetic derep -2.0%, ALDH1A1 inh 10.9%, Tau fluor cs 2.3%, aGal spleen mod -1.8%, GAA glycogen 2.3%, aGlu spleen mod -3.9% and GAA inhib -5.1%.
`O=C(CCc1ccccc1)Nc1ccccc1C(F)(F)F` gave NPSR antagonist 28.5%, Epigenetic derep 4.9%, ALDH1A1 inh -3.2%, Tau fluor cs -12.7%, aGal spleen mod -1.3%, GAA glycogen 3.9%, aGlu spleen mod -11.5% and GAA inhib inconclusive.
For CCNC(=S)N1CC(C)OC(C)C1 (stereo unspecified) the results were NPSR antagonist -5.8%[46.1 µM], Epigenetic derep 0.9%, ALDH1A1 inh -1.4%, Tau fluor cs 0.1%, aGal spleen mod -0.1%, GAA glycogen 6.1%, aGlu spleen mod 2.1% and GAA inhib 0.6%.
Screening CCCCc1c(O)nc(SCCN(C)C)n(-c2ccccc2)c1=O returned NPSR antagonist -6.9%[46.1 µM], Epigenetic derep -1.4%, ALDH1A1 inh 6.4%, Tau fluor cs 3.4%, aGal spleen mod 0.0%, GAA glycogen -1.8%, aGlu spleen mod 0.0% and GAA inhib -1.5%.
O=C(O)C1C2C=CC(C2)C1C(=O)NC(c1ccccc1)c1ccccc1 (stereo unspecified) was read as NPSR antagonist -2.6%[46.1 µM], Epigenetic derep -1.0%, ALDH1A1 inh 1.1%, Tau fluor cs -5.2%, aGal spleen mod -0.1%, GAA glycogen -6.8%, aGlu spleen mod 3.6% and GAA inhib -3.6%.
`CC(=O)/C(=N\Nc1ccccc1)Oc1ccc([N+](=O)[O-])cc1` gave NPSR antagonist 3.8%, Epigenetic derep -1.0%, ALDH1A1 inh inconclusive, Tau fluor cs -0.8%, aGal spleen mod -7.0%, GAA glycogen 2.7%, aGlu spleen mod 3.4% and GAA inhib -5.0%.
`O=C(Cc1ccccc1)Nc1ccc(NC(=O)C2CC2)nc1` gave NPSR antagonist 6.8%[46.1 µM], Epigenetic derep 0.0%, ALDH1A1 inh 0.0%, Tau fluor cs -5.8%, aGal spleen mod 4.6%, GAA glycogen 7.0%, aGlu spleen mod -1.0% and GAA inhib -6.0%.
`O=C1c2ccccc2S(=O)(=O)N1CC(O)COc1ccc(Cl)cc1` (stereo unspecified) gave NPSR antagonist -12.0%[46.1 µM], Epigenetic derep -2.0%, ALDH1A1 inh inconclusive, Tau fluor cs -8.4%, aGal spleen mod -9.6%, GAA glycogen 15.1%, aGlu spleen mod -4.0% and GAA inhib 1.6%.
Screening CCOC(=O)c1sc(NC(=O)/C=C/c2ccc(F)cc2)nc1C returned NPSR antagonist -7.6%, Epigenetic derep -3.1%, ALDH1A1 inh 5.6%, Tau fluor cs 2.3%, aGal spleen mod 6.6%, GAA glycogen -5.5%, aGlu spleen mod -8.2% and GAA inhib 12.6%.
For C=CCNC(=S)NNC(=O)c1ccccc1OCC the results were NPSR antagonist 5.1%, Epigenetic derep 0.0%, ALDH1A1 inh inconclusive, Tau fluor cs -3.0%, aGal spleen mod -5.3%, GAA glycogen 2.7%, aGlu spleen mod -0.8% and GAA inhib 10.9%.
Screening CCCN1C2=NCCCN2c2ccccc21 returned NPSR antagonist 5.8%[46.1 µM], Epigenetic derep 4.9%, ALDH1A1 inh 5.9%, Tau fluor cs -6.4%, aGal spleen mod 3.3%, GAA glycogen 10.6%, aGlu spleen mod -2.3% and GAA inhib -9.3%.
Screening CC1(C)Cc2c(sc3nc[nH]c(=O)c23)CO1 returned NPSR antagonist 1.2%, Epigenetic derep 1.6%, ALDH1A1 inh 5.8%, Tau fluor cs 1.6%, aGal spleen mod -1.0%, GAA glycogen 16.9%, aGlu spleen mod -0.6% and GAA inhib 0.1%.
Screening Cc1o[nH]c(=O)c1CC[C@H](N)C(=O)O returned Epigenetic derep -2.7%, ALDH1A1 inh 5.8%, Tau fluor cs -7.8%, aGal spleen mod -2.3% and aGlu spleen mod -0.8%.
`COc1ccc2c(c1)c(=O)c(C(=O)c1ccc(F)cc1)cn2CC(=O)Nc1ccc(F)cc1` gave NPSR antagonist -32.6%, Epigenetic derep -1.8%, ALDH1A1 inh -2.4%, Tau fluor cs -20.7%, aGal spleen mod 7.0%, GAA glycogen -8.5%, aGlu spleen mod 2.0% and GAA inhib inconclusive.
`COc1ccccc1/C=C/C(=O)NCC(=O)N/N=C(\CCC(=O)O)c1ccccc1` gave NPSR antagonist 20.1%, Epigenetic derep -4.7%, ALDH1A1 inh inconclusive, Tau fluor cs -0.2%, aGal spleen mod 0.8%, GAA glycogen -13.4%, aGlu spleen mod 1.6% and GAA inhib -6.9%.
`O=C(CNC(=O)c1cc2ccccc2o1)NCc1cccs1` gave NPSR antagonist 8.8%[46.1 µM], Epigenetic derep -2.0%, ALDH1A1 inh -0.7%, Tau fluor cs -5.1%, aGal spleen mod 2.7%, GAA glycogen -19.9%, aGlu spleen mod 5.9% and GAA inhib -5.4%.

Filtered by structure, those above with a halogen.
Screening C=CCn1cc(-c2ccc(Cl)cc2)cc(C#N)c1=O returned NPSR antagonist 3.2%[46.1 µM], Epigenetic derep -6.2%, ALDH1A1 inh inconclusive, Tau fluor cs -6.9%, aGal spleen mod 5.1%, GAA glycogen -8.4%, aGlu spleen mod 7.6% and GAA inhib inconclusive.
`O=C(CCc1ccccc1)Nc1ccccc1C(F)(F)F` gave NPSR antagonist 28.5%, Epigenetic derep 4.9%, ALDH1A1 inh -3.2%, Tau fluor cs -12.7%, aGal spleen mod -1.3%, GAA glycogen 3.9%, aGlu spleen mod -11.5% and GAA inhib inconclusive.
`O=C1c2ccccc2S(=O)(=O)N1CC(O)COc1ccc(Cl)cc1` (stereo unspecified) gave NPSR antagonist -12.0%[46.1 µM], Epigenetic derep -2.0%, ALDH1A1 inh inconclusive, Tau fluor cs -8.4%, aGal spleen mod -9.6%, GAA glycogen 15.1%, aGlu spleen mod -4.0% and GAA inhib 1.6%.
Screening CCOC(=O)c1sc(NC(=O)/C=C/c2ccc(F)cc2)nc1C returned NPSR antagonist -7.6%, Epigenetic derep -3.1%, ALDH1A1 inh 5.6%, Tau fluor cs 2.3%, aGal spleen mod 6.6%, GAA glycogen -5.5%, aGlu spleen mod -8.2% and GAA inhib 12.6%.
`COc1ccc2c(c1)c(=O)c(C(=O)c1ccc(F)cc1)cn2CC(=O)Nc1ccc(F)cc1` gave NPSR antagonist -32.6%, Epigenetic derep -1.8%, ALDH1A1 inh -2.4%, Tau fluor cs -20.7%, aGal spleen mod 7.0%, GAA glycogen -8.5%, aGlu spleen mod 2.0% and GAA inhib inconclusive.
